HIV RNase H inh – HIV-1 RT RNase H inhibitors, primary screen, biochemical, fluorescence | RT-RNase H RNA/DNA duplex cleavage | inhibition, % at 10 µM | 1.9% of 65,000 active | AID 565, 2006; in the data active = inhibition above about 50%
RmlC RmlD mix – RmlC and RmlD coupled enzyme inhibitors, primary screen, biochemical, 384-well, compound mixtures, retest | inhibition, % at 5.5 µM | 0.39% of 110,000 active | AID 1532, 2009 | RmlC/RmlD coupled enzyme inhibition, 384-well mixture HTS; in the data active = inhibition above about 30%, passing the limit was not always enough; also: strong numbers were not always called active
* marks the source's active call; other numbers are inactive results; x = not tested or not shown. Some of the compounds tested; count on the stated rates, not on these rows.

SMILES	HIV RNase H inh	RmlC RmlD mix
CC(C)(C)c1nc2scc(-c3cccs3)c2c(=O)o1	-7	-1
Nc1c(NCCC2=CCCCC2)c(=O)[nH]c(=O)n1Cc1ccccc1	-11	x
C=CCOn1c(=O)c(-c2cc3ccccc3o2)[n+]([O-])c2ccccc21	-5	0
CSc1ccc(S(=O)(=O)NCCSC(C)(C)C)cc1	x	8
O=C(CCC1COc2ccccc2O1)NCC1COc2ccccc2O1 (stereo not given)	-9	-9
COc1cc(/C=N/N2C(=O)c3ccccc3NC2(C)c2cccc([N+](=O)[O-])c2)cc(Br)c1O (stereo not given)	x	-9
COc1ccc(N2CCN(c3ncnc4c3cnn4-c3ccc(C)cc3C)CC2)cc1	4	8
COc1ccc(-c2noc(CCC(=O)N3CCN(c4cc(C)ccc4C)CC3)n2)cc1	2	-10
O=C(NC(=S)Nc1ccc2[nH]ncc2c1)c1ccccc1	x	14
COc1ccc(-c2cc(=O)c3c(OC)c(OC)c(OC)cc3o2)cc1	x	8
CCOC(=O)N1CCN(C(=O)CSc2nnc(-c3ccc(C(C)(C)C)cc3)o2)CC1	-8	-10
CCC(C)(C)NC(=O)CC(c1ccc(OC)cc1)n1cccc1 (stereo not given)	-14	-10
CCCC/C=C/C(NC(=O)CCc1ccccc1)c1ccccc1 (stereo not given)	x	-11
Cc1ccc(S(=O)(=O)N2CCC(C(=O)Nc3ccccc3N3CCCCC3)CC2)cc1	0	4
O=C(CN1C(=O)C2C3C=CC(C3)C2C1=O)NCCc1ccccc1 (stereo not given)	11	-13
CN1C(=O)c2ccccc2C(C(=O)O)C1c1cccc(F)c1 (stereo not given)	-6	8
COc1ccccc1N(CC(=O)Nc1ccccc1C)S(C)(=O)=O	3	9
CCCC(CCC)C(=O)Nc1cccc(C(=O)O)c1	x	-2
COCCNC(=O)C1CC(=O)N(C2CCCCC2)C1 (stereo not given)	0	-12
Cn1c(-c2ccc3c(c2)OCO3)cc(=O)c2ccccc21	x	4

Some of these compounds in order of molecular weight, smallest number first:
SMILES	HIV RNase H inh	RmlC RmlD mix
COCCNC(=O)C1CC(=O)N(C2CCCCC2)C1 (stereo not given)	0	-12
O=C(CN1C(=O)C2C3C=CC(C3)C2C1=O)NCCc1ccccc1 (stereo not given)	11	-13
CCOC(=O)N1CCN(C(=O)CSc2nnc(-c3ccc(C(C)(C)C)cc3)o2)CC1	-8	-10

Continued:
SMILES	HIV RNase H inh	RmlC RmlD mix
Cc1cc(C)n(-c2ccc(C(=O)Nc3nnc(C)s3)cc2)n1	x	-5
O=C(NCCCN1CCCCC1)C1(S(=O)(=O)c2ccc(Cl)cc2)CC1	-10	-11
COc1cc2cc(CN(C(=O)NC3CCCCC3)C3CCCC3)c(=O)[nH]c2cc1OC	8	-10
COc1ccc(OC)c(N(CC(=O)N2CCN(c3cc(Cl)ccc3C)CC2)S(C)(=O)=O)c1	-6	-3
O=c1cc(NCc2ccc3c(c2)OCO3)[nH]c(=O)n1-c1ccc(Cl)cc1	-2	-9
O=C1CC(c2ccco2)Cc2nc(Nc3ccc(F)cc3)ncc21 (stereo not given)	-5	-15
O=C(C/C=N\OCc1c(Cl)cccc1Cl)Oc1ccc(Cl)cc1Cl	x	-6
COC(=O)C1(Cc2ccc(O)cc2)OC(=O)C(O)=C1c1ccc(O)cc1 (stereo not given)	x	10
CCOC(=O)CSc1nc2cc(C(=O)NCc3ccco3)ccc2c(=O)n1-c1ccc(F)cc1	84*	6
CCOC(=O)Cn1c2[n+](c3ccccc31)CC(O)CS2 (stereo not given)	x	-14

2 successive compounds from above, for reference:
SMILES	HIV RNase H inh	RmlC RmlD mix
CCOC(=O)CSc1nc2cc(C(=O)NCc3ccco3)ccc2c(=O)n1-c1ccc(F)cc1	84*	6
CCOC(=O)Cn1c2[n+](c3ccccc31)CC(O)CS2 (stereo not given)	x	-14

Going on with the list:
SMILES	HIV RNase H inh	RmlC RmlD mix
Cc1cc(C(=O)NCc2cccs2)c(C)o1	-5	6
CCOc1ccccc1CNC(=O)C1CCC(=O)N1C(C)C (stereo not given)	-1	-3
CC(C)=CCc1c(C)nc2ccccc2c1C(=O)O	-17	-8
O=C(Cc1ccc(-n2c(=O)c3sccc3n(Cc3ccc(F)cc3)c2=O)cc1)NCc1ccco1	x	1
CCOC(=O)C(C(C)=O)c1nc(C)nc2c1nnn2Cc1ccccc1Cl (stereo not given)	-6	13
CC(C)CNC(=O)C(=O)NC1CCCC1	x	-18
Cc1cc(C)c(C(N)=O)c(Nc2cccc(Cl)c2C)n1	-7	-7
O=C(c1ccc(-c2nnc(-c3ccccc3)o2)cc1)N1CCCCCC1	-4	-13
COCCCn1c(SCC(=O)NC2CCCCC2)nnc1-c1ccncc1	-10	8
O=C(/C=C/Nc1ccccc1)c1cnc(-c2ccccc2)s1	x	21
CC1CCN(C(c2ccc(N(C)C)cc2)c2nnnn2Cc2ccccc2)CC1 (stereo not given)	13	2
Cc1cc(-c2ccccc2)nc(=O)[nH]1	1	5
Cc1ccc(-c2csc(NC(=O)CSC3=NCCS3)n2)cc1	x	5
CCN(CC)S(=O)(=O)c1cccc(C(=O)Oc2cccnc2)c1	-29	-11
CCOC(=O)N1CCC(Nc2c(N3CCN(c4cc(Cl)ccc4C)CC3)c(=O)c2=O)CC1	-3	7
COc1ccccc1CN1CCN(C(=O)COc2ccccc2)CC1	-43	-13
CCc1cccc(NC2c3ccccc3C(=O)N2c2cccnc2)c1 (stereo not given)	-2	-13
Cc1ccc(C2c3c(oc4ccc(C)cc4c3=O)C(=O)N2CCCN2CCOCC2)cc1 (stereo not given)	-1	x
CCOc1ccc(-c2cc(C(=O)Nc3ccc4c(c3)OCCO4)c3ccccc3n2)cc1	x	1
COc1ccc(NC(=O)CN(C)S(=O)(=O)c2cccs2)cc1	-18	-14

A second format for 7 compounds above:
Below each compound: HIV RNase H inh, RmlC RmlD mix
- CCN(CC)S(=O)(=O)c1cccc(C(=O)Oc2cccnc2)c1
  -29, -11
- CCOC(=O)N1CCC(Nc2c(N3CCN(c4cc(Cl)ccc4C)CC3)c(=O)c2=O)CC1
  -3, 7
- COc1ccccc1CN1CCN(C(=O)COc2ccccc2)CC1
  -43, -13
- CCc1cccc(NC2c3ccccc3C(=O)N2c2cccnc2)c1 (stereo not given)
  -2, -13
- Cc1ccc(C2c3c(oc4ccc(C)cc4c3=O)C(=O)N2CCCN2CCOCC2)cc1 (stereo not given)
  -1, x
- CCOc1ccc(-c2cc(C(=O)Nc3ccc4c(c3)OCCO4)c3ccccc3n2)cc1
  x, 1
- COc1ccc(NC(=O)CN(C)S(=O)(=O)c2cccs2)cc1
  -18, -14

Other results follow.
SMILES	HIV RNase H inh	RmlC RmlD mix
COCCn1nnnc1CN1CCC(Cc2ccccc2)CC1	-10	-6
CCCNC(=O)c1cc2c(C(F)(F)F)nn(C)c2s1	x	-11
CCOC(=O)N1CCN(c2c(Nc3ccc4c(c3)OCCO4)c(=O)c2=O)CC1	15	-3
O=C(c1ccc(CS(=O)(=O)c2ccc(Br)cc2)o1)N1CCN(c2ncccn2)CC1	-2	12
CCC1Oc2ccc(C)cc2N(CC(=O)N(Cc2ccc3c(c2)OCO3)CC2CCCO2)C1=O (stereo not given)	-4	-8
CCO[C@H]1OC(C(=O)Nc2ccccc2)=C[C@@H](c2cn(C(C)=O)c3ccccc23)[C@@H]1CCCO	x	-12
O=C(Nc1nc(N2C(=O)c3ccccc3C2=O)n(-c2ccccc2)n1)c1ccc(F)cc1	x	-17
CCn1c(CNC(=O)Cc2ccc(OC)cc2)nnc1SCC(=O)c1ccc(Br)cc1	x	6
Cc1ccc(C(=O)NC(C)CCc2ccccc2)cc1[N+](=O)[O-] (stereo not given)	x	-13
CC(=O)N1CCC(N(C(=O)Nc2ccc(F)cc2)C2CCCC2)CC1	x	-18
CC(C)(C)c1cc(Br)ccc1OCC(=O)Nc1ncn[nH]1	-3	11
COc1ccc(Nc2ncc3c(n2)CC(c2ccc(OC)cc2)CC3=O)cc1 (stereo not given)	-4	-8
CC(C)C(c1nnnn1C1CCCC1)N1CCCc2ccccc21 (stereo not given)	-6	-2
CCOC(=O)c1c(-c2cccc([N+](=O)[O-])c2)csc1NC(=O)C1CC1	x	2
CC(NC(=O)Nc1ccccc1)C(c1cccs1)N1CCN(C)CC1 (stereo not given)	-2	-11
Cn1c(NCc2ccco2)nc2ccccc21	-4	4
COC(=O)c1cccc(-n2nnnc2SCC(=O)Nc2nc3c(s2)CCCC3)c1	-10	-1
Cc1cc(C)n(C(=O)c2cc3ccccc3c(=O)o2)n1	-14	5
Cc1ccc(S(=O)(=O)N(C)CC(=O)NCc2ccncc2)cc1	x	3
CC[C@H](C)[C@@H](NC(=O)O[C@@H]1C(=O)c2cc(Br)ccc2O[C@H]1c1ccc2c(c1)OCO2)C(=O)OC	x	8

Quoted at random: 3 compounds from above, in no set order.
SMILES	HIV RNase H inh	RmlC RmlD mix
Cc1ccc(S(=O)(=O)N(C)CC(=O)NCc2ccncc2)cc1	x	3
CC(C)(C)c1cc(Br)ccc1OCC(=O)Nc1ncn[nH]1	-3	11
CCOC(=O)c1c(-c2cccc([N+](=O)[O-])c2)csc1NC(=O)C1CC1	x	2

The listing continues:
SMILES	HIV RNase H inh	RmlC RmlD mix
COc1ccc(NC(=O)COc2ccc(CNCCCN3CCOCC3)cc2OC)cc1	x	9
O=C(NCCNC(=O)c1cc(OCC(F)(F)F)ccc1OCC(F)(F)F)Nc1cccc(C(F)(F)F)c1	x	10
COc1ccc(N2C(=O)C3CCCN3C2c2cccc(Br)c2)cc1 (stereo not given)	-8	4
COc1ccc2[nH]c(C)c(CCN3C(=O)OC(C)(C)C3(C)O)c2c1 (stereo not given)	-2	15
CCCOc1ccc(C(=O)Nn2c(C)nc3ccccc3c2=O)cc1	72*	11
CCOc1ccc(C(=O)N2CCCCCC2)cc1	-19	-1
c1c2c(cc3sc(N4CCOCC4)nc13)OCO2	72*	-26
CCN(CC)S(=O)(=O)c1ccc(NC2c3ccccc3C(=O)N2Cc2ccco2)cc1 (stereo not given)	x	-11
CCN(CC)CCCOC(=O)C(c1ccccc1)c1ccccc1	x	-12
C#CCn1cc[n+](CC(=O)N(C)C)c1	0	-1
CCOc1cc(CN2CCN(CCOCCO)CC2)ccc1OC	x	6
O=C(O)c1cccc(CN2C(=O)SC(Nc3ccccc3)C2=O)c1 (stereo not given)	13	-14
Cc1cc(NCc2ccc3c(c2)OCO3)n2nc(C)nc2n1	-13	11
CC(C)NC(=O)Cn1c(SCC(=O)N2CCc3ccccc3C2)nc2ccccc21	-5	-11
CCOC(=O)c1cc(-c2ccc(/C=N\n3cnnc3)o2)ccc1Cl	-12	x
COc1ccc(-c2nc(-c3cccs3)c(-c3cccs3)[nH]2)cc1O	16	-22
CCSc1nnc([C@H](C)NC(=O)OC(C)(C)C)o1	-2	-13
COc1ccccc1NC(=O)C1=C(C)Nc2nc(-c3ccccc3)nn2C1c1ccccn1 (stereo not given)	x	-5
CC(C)Cn1c(CNC(=O)c2ccccc2)nc2ccccc21	2	-5
O=C(c1ccc2snnc2c1)N1CCCC1	-1	-9
CCC1NC(=S)N(C2CCCCC2)C1=O (stereo not given)	x	-4
N#CC1=C(N)Oc2c(c(=O)oc3ccccc23)C1c1ccc(OC(=O)N2CCOCC2)cc1 (stereo not given)	5	x
Cc1ccc(-n2c(C)cc3c2CCCC3=O)cc1	-43	-6
Cc1cc(C(F)(F)F)nc(SCc2ccc(C(=O)O)o2)n1	14	9
CC(C)Cc1nnc(NC(=O)CCC(=O)N2CCOCC2)s1	-4	6
c1ccc(Cn2c(SCc3nc4ccccc4s3)nnc2-c2ccco2)cc1	6	7
O=C(O)C1CC=CCC1C(=O)Nc1ccc(F)c(F)c1 (stereo not given)	1	3
O=C(NC1(C(F)(F)F)C(=O)Nc2c1c(=O)[nH]c(=O)n2Cc1ccccc1)c1ccc(Cl)cc1 (stereo not given)	x	-17
Cc1cnc(NC(=O)COc2ccccc2Cl)s1	-8	11
Cn1c(Cn2nnc3ccccc32)nnc1SCC(=O)N1c2ccccc2Sc2ccccc21	0	9
Cc1cccc(NC(=O)c2ccc(OCC(=O)NCc3ccccc3)cc2)c1C	x	8
CSc1nc(SC)c2c3c(oc2n1)COC(C)(C)C3	-9	x
O=C(NCC1CCCO1)c1cc2c(s1)CS(=O)(=O)C2 (stereo not given)	-16	-7
CCc1ccccc1NC(=O)CSc1nc2n[nH]c(C)c2c(=N)n1-c1ccc(OC)cc1	-11	-7
CC(N=Cc1c(O)[nH]c(=O)[nH]c1=O)c1ccccc1 (stereo not given)	-14	3
CC1CCCCC1NC(=O)c1cncc(Br)c1 (stereo not given)	2	-9
COC(=O)CCCC1=CC2=CC(=O)C(C)(OC(=O)c3cccs3)C(=O)C2=CN1c1cccc(C#N)c1 (stereo not given)	x	-10
COc1ccc(S(=O)(=O)N2CCN(CC(=O)Nc3cc(C(F)(F)F)ccc3Cl)CC2)cc1	-4	-7
CC(=O)NC1(C(F)(F)F)N=C2SCCN2C1=O (stereo not given)	x	10
Cc1nc(-c2cccnc2)sc1C(=O)Nc1ccc(C(F)(F)F)cc1	x	-8
CCOC(=O)c1nnn(-c2nonc2N)c1COc1cc(C)c(Cl)c(C)c1	-12	-1
COc1cc2nc(NCCN3CCOCC3)n3nc(-c4ccccc4)nc3c2cc1OC	-16	x
CCC(=NCCN1CCCCC1)c1c(O)n(C)c(=O)n(C)c1=O	5	13
Cc1ccc(-c2csc3nc(C)n(N)c(=O)c23)o1	x	8
O=C(Nc1cc(Sc2nc3ccccc3s2)cc([N+](=O)[O-])c1)c1ccccc1F	x	0
CC(C)C(c1nnnn1C1CCCCC1)N1CCc2ccccc2C1 (stereo not given)	-6	-11
COc1cccc(C(c2sc3ncnn3c2O)N2CCN(C(=O)c3ccco3)CC2)c1 (stereo not given)	-14	10
COC(=O)/C=C/c1ccc2c(c1)S(=O)(=O)N(Cc1ccc(OC)cc1)[C@H]2CC(=O)OC	x	-8
COc1ccc(Cl)cc1NC(=S)N1CCN(C(=O)c2ccco2)CC1	x	5
O=C(c1ccc([N+](=O)[O-])cc1)N1CCOC12CCN(c1ncc(C(F)(F)F)cc1Cl)CC2	x	-11

High-throughput results: PubChem, several laboratories
